HIV peptide binding: cell-free HIV fusion peptide-binding blockers – biochemical, uHTS, fluorescence dequenching, primary screen (AID 1986); cell-free peptide binding, fluorescence dequenching, 30 min; higher % means a stronger effect; inhibition, % at 20 µM; hits with a dose series show IC50 in µM; 0.3% of 290,000 active; in the data active = inhibition mostly above about 52%, no sharp cut-off; inactive = mostly below about 76%; note: some results filed as inactive read as strong as hits
NTR1 agonist: agonists of NTR1, primary screen, imaging, U2OS cells, beta-arrestin-GFP, high content (AID 493036). 0.17% of 330,000 active. NTR1-U2OS beta-arrestin-GFP spot imaging, agonist mode. activation, % at 20 µM. P30989;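 active = activation at or above 40% of the spot to cytoplasm intensity ratio, with at least 20 cells analyzed; inconclusive = wells under 20 cells, flagged as cytotoxic or low count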;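 note: 0% = DMSO without peptide and 100% = 100 nM NTR1 peptide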
Target sequence (P30989 whole entry, looked up): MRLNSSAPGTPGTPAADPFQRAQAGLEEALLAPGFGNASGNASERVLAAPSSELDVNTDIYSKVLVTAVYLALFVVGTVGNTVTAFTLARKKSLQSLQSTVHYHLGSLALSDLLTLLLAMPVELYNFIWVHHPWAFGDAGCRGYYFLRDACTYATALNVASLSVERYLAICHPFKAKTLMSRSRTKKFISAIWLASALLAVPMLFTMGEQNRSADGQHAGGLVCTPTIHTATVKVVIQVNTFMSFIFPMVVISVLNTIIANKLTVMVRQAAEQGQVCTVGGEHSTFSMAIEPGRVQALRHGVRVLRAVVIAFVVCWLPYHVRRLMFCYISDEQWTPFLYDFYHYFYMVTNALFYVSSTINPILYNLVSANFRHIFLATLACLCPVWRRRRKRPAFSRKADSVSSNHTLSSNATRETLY
Dengue-2 NS5 capping: Dengue-2 NS5 methyltransferase inhibitors, primary screen, biochemical, confirmation dose response (AID 588689). Dengue-2 NS5 methyltransferase capping enzyme assay, biochemical; higher % means a stronger effect. inhibition, % at 25 µM; hits with a dose series show IC50 in µM. 0.3% of 340,000 active; in the data active = a potency from the dose series; inconclusive = inhibition above about 29% without an active follow-up result
GPR35 antagonists: inhibition of zaprinast-stimulated GPR35 beta-arrestin translocation – imaging, U2OS, beta-arrestin-GFP, zaprinast agonist, primary screen (AID 2058); inhibition, % at 10 µM; hits with a dose series show IC50 in µM; U2OS GPR35 beta-arrestin-GFP translocation imaging, zaprinast antagonism; higher % means a stronger effect; 0.052% of 290,000 active;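 active = inhibition of at least 50% with at least 30 cells and total cytoplasm GFP at most 10,000,000; inconclusive = under 30 cells or total GFP of 10,000,000 plus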
GPR55 beta-arrestin: selective activators of receptor GPR55 – imaging, U2OS cells, beta-arrestin-GFP redistribution, primary screen (AID 1961). U2OS GPR55 beta-arrestin-GFP redistribution imaging; higher % means a stronger effect. 0.048% of 290,000 active. activation, % at 10 µM, or EC50 in µM where a hit was titrated;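 active = activation above 40% with more than 50 cells counted in the well; inconclusive = wells holding fewer than 50 cells, flagged as toxic or sparse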;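 note: U2OS osteosarcoma cells stably expressing GPR55 and beta-arrestin-GFP; plate controls were DMSO negative control for no effect and LPI positive control for full effect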
K1F lysis inhibition: protection from phage-mediated lysis, alamar blue read-out – E. coli UTI89, K1F phage, bacterial capsule biogenesis inhibitors (AID 488966) | E. coli UTI89 K1F phage lysis, alamar blue, 2 h; higher % means a stronger effect | inhibition, % at 100 µM, or IC50 in µM where a hit was titrated | 0.02% of 340,000 active;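 active = phage lysis inhibition, versus mean bacterial control, above a set limit; inconclusive = no clear call, values can overlap the other calls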;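 note: capsule biogenesis inhibitors block K1F phage lysis so surviving cells raise fluorescence; higher fluorescence means more inhibition of phage lysis; actives were called in the ten point dose series up to 300 µM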
GPR55 antagonists: GPR55 antagonists blocking LPI-driven arrestin recruitment, primary screen, imaging, U2OS, beta-arrestin-GFP, LPI agonist (AID 2013) | U2OS GPR55 beta-arrestin-GFP translocation imaging, LPI antagonism; higher % means a stronger effect | one-dose inhibition, % at 10 µM; IC50 in µM for titrated hits | 0.13% of 290,000 active;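 active = spots per cell inhibited over 60%, with over 100 cells counted and total cytoplasm intensity under 500,000; inconclusive = wells with under 100 cells, flagged as likely toxic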;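 note: U2OS cells stably carrying GPR55 and arrestin-GFP stimulated by 5 µM LPI near EC80; imaged beta-arrestin-GFP aggregate spots per cell after agonist stimulation; plate controls were LPI-stimulated DMSO wells for no effect and DMSO wells without LPI for full effect; some results filed as inactive read as strong as hits; confirmed hits need IC50 under 10 µM and bright autofluorescent wells are also inconclusive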
SIAH1 antagonists: blockers of Siah-1 interaction with plectin peptide – biochemical, fluorescence polarization, rhodamine-plectin, uHTS, primary screen (AID 1817); Siah-1 / rhodamine-plectin peptide fluorescence polarization; higher % means a stronger effect; displacement, % at 20 µM, or IC50 in µM where a hit was titrated; 0.02% of 290,000 active;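 active = displacement of at least 50% at 20 µM, with a fluorescence ratio check between 0.3 and a set limit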;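 note: plate controls were Siah plus tracer with DMSO for no effect and tracer alone without Siah for full effect; strong numbers were not always called active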
AID2073: disruptors of CaV2.2 binding to Mint1 – biochemical, HTRF (AID 2073); inhibition, % at 20 µM; hits with a dose series show IC50 in µM; HTRF protein-protein interaction, Mint1-CaV2.2; higher % means a stronger effect; 0.19% of 290,000 active; in the data active = inhibition mostly above about 51%, no sharp cut-off; inconclusive = no clear call, values can overlap the other calls; inactive = mostly below about 53%; note: some results filed as inactive read as strong as hits
NTR1 agonist cell count 20 µM: further read-out of NTR1 agonist, marked with its call; cell count; measured here: cell count, cytotoxicity flag
Active calls of the source: *; [ ] = remark or other dose.

What do the screens show for `Cc1ccc(NC(=O)N2CCc3ccccc3C2)cc1C`?
HIV peptide binding: 1.8%; NTR1 agonist: -0.5; Dengue-2 NS5 capping: -1%; GPR35 antagonists: 1%; GPR55 beta-arrestin: -0.1%; K1F lysis inhibition: 0.2%; GPR55 antagonists: 15%; SIAH1 antagonists: 5%; AID2073: 3%; NTR1 agonist cell count 20 µM: 64

How did COc1ccc(/C(O)=C/c2nc3ccccc3n(-c3ccccc3)c2=O)cc1 do in these assays?
HIV peptide binding: -1.9%; NTR1 agonist: 0.6; Dengue-2 NS5 capping: -49%; GPR35 antagonists: 16%; GPR55 beta-arrestin: -0.1%; K1F lysis inhibition: 0.4%; GPR55 antagonists: 2%; SIAH1 antagonists: -2%; AID2073: 34%; NTR1 agonist cell count 20 µM: 44

What do the screens show for `Nc1nc(Nc2ccc(Cl)cc2)n[nH]1`?
HIV peptide binding: -0.8%; NTR1 agonist: 0.1; Dengue-2 NS5 capping: -12%; GPR35 antagonists: 9%; GPR55 beta-arrestin: 0.3%; K1F lysis inhibition: 0.1%; GPR55 antagonists: -18%; SIAH1 antagonists: -5%; AID2073: -3%; NTR1 agonist cell count 20 µM: 54

Results for O=C(N/N=C\c1ccc(Cl)s1)c1cccs1 ?
HIV peptide binding: 1.6%; NTR1 agonist: 2.8; Dengue-2 NS5 capping: -6%; GPR35 antagonists: -9%; GPR55 beta-arrestin: 0.6%; K1F lysis inhibition: -14%; GPR55 antagonists: 3%; SIAH1 antagonists: -2%; AID2073: 3%; NTR1 agonist cell count 20 µM: 55

How did CC(C)(C)OC(=O)N1CCC(c2c(C(=O)NCC3CCN(C4CCCC4)C3)cnn2-c2ccc(F)cc2)CC1 (stereo unspecified) do in these assays?
HIV peptide binding: 0.5%; NTR1 agonist: 0.8; Dengue-2 NS5 capping: 1%; GPR35 antagonists: 4%; GPR55 beta-arrestin: 0.1%; K1F lysis inhibition: 0.2%; GPR55 antagonists: 2%; SIAH1 antagonists: -1%; AID2073: 6%; NTR1 agonist cell count 20 µM: 52

How did COc1ccc(NC(=O)C2CCCN(c3ncccn3)C2)cc1 (stereo unspecified) do in these assays?
HIV peptide binding: -1.1%; NTR1 agonist: 0.0; Dengue-2 NS5 capping: -2%; GPR35 antagonists: -1%; GPR55 beta-arrestin: 0.0%; K1F lysis inhibition: 0.3%; GPR55 antagonists: 1%; SIAH1 antagonists: 0%; AID2073: 3%; NTR1 agonist cell count 20 µM: 41

Results for Cc1ccc(S(=O)c2ccc(C)cc2)cc1 ?
HIV peptide binding: 7.4%; NTR1 agonist: -1.2; Dengue-2 NS5 capping: -3%; GPR35 antagonists: 4%; GPR55 beta-arrestin: -0.2%; K1F lysis inhibition: 0.9%; GPR55 antagonists: -5%; SIAH1 antagonists: 0%; AID2073: 9%; NTR1 agonist cell count 20 µM: 85

How did Cc1ccc(S(=O)(=O)Cn2nnnc2C(C(C)C)N2CCN(Cc3ccco3)CC2)cc1 (stereo unspecified) do in these assays?
HIV peptide binding: 7.7%; NTR1 agonist: 1.0; Dengue-2 NS5 capping: -4%; GPR35 antagonists: 6%; GPR55 beta-arrestin: -0.2%; K1F lysis inhibition: 4.6%; GPR55 antagonists: -12%; SIAH1 antagonists: 1%; AID2073: -4%; NTR1 agonist cell count 20 µM: 55

How did Cc1c(/C=N/NC(=O)c2cccs2)c2ccccc2n1Cc1ccccc1Cl do in these assays?
HIV peptide binding: -0.6%; NTR1 agonist: 2.8; Dengue-2 NS5 capping: 4%; GPR35 antagonists: 13%; GPR55 beta-arrestin: -0.1%; K1F lysis inhibition: -0.1%; GPR55 antagonists: 2%; SIAH1 antagonists: -1%; AID2073: 28%; NTR1 agonist cell count 20 µM: 45

How did CCCOCCOC(=O)c1[nH]c2c(c1C)C(=O)CC(c1cc(OC)ccc1OC)C2 (stereo unspecified) do in these assays?
HIV peptide binding: -1.8%; NTR1 agonist: 2.2; Dengue-2 NS5 capping: -4%; GPR35 antagonists: -16%; GPR55 beta-arrestin: -0.5%; K1F lysis inhibition: 3.5%; GPR55 antagonists: -11%; SIAH1 antagonists: -3%; AID2073: -6%; NTR1 agonist cell count 20 µM: 64

How did CCOc1ccc(-c2nnn(CC(=O)NCc3ccc(C)cc3)n2)cc1 do in these assays?
HIV peptide binding: 2.5%; NTR1 agonist: -0.5; Dengue-2 NS5 capping: 2%; GPR35 antagonists: -16%; GPR55 beta-arrestin: 1.0%; K1F lysis inhibition: 1.0%; GPR55 antagonists: -1%; SIAH1 antagonists: -9%; AID2073: 37%; NTR1 agonist cell count 20 µM: 43

Results for COc1ccccc1CNc1ccc(Br)cn1 ?
HIV peptide binding: -0.4%; NTR1 agonist: 1.3; Dengue-2 NS5 capping: -7%; GPR35 antagonists: -6%; GPR55 beta-arrestin: 0.0%; K1F lysis inhibition: 0.3%; GPR55 antagonists: -8%; SIAH1 antagonists: 0%; AID2073: 10%; NTR1 agonist cell count 20 µM: 73

What do the screens show for `O=C(CSc1nc2ncc(Cl)cc2[nH]1)N(Cc1ccccc1)C1CCS(=O)(=O)C1` (stereo unspecified)?
HIV peptide binding: 2.7%; NTR1 agonist: -1.3; Dengue-2 NS5 capping: -4%; GPR35 antagonists: -12%; GPR55 beta-arrestin: 0.3%; K1F lysis inhibition: -0.2%; GPR55 antagonists: -1%; SIAH1 antagonists: 2%; AID2073: -9%; NTR1 agonist cell count 20 µM: 63

How did CC(=O)NC1C(Oc2ccc3c(C)cc(=O)oc3c2)OC(COC(C)=O)C(OC(C)=O)C1OC(C)=O (stereo unspecified) do in these assays?
HIV peptide binding: 0.2%; NTR1 agonist: -0.7; Dengue-2 NS5 capping: -3%; GPR35 antagonists: 14%; GPR55 beta-arrestin: -0.5%; K1F lysis inhibition: 0.4%; GPR55 antagonists: 7%; SIAH1 antagonists: -6%; AID2073: -23%; NTR1 agonist cell count 20 µM: 60

How did O=C(CSc1nc2ccc(Cl)cc2[nH]1)NC1CCCC1 do in these assays?
HIV peptide binding: 1.1%; NTR1 agonist: 0.2; Dengue-2 NS5 capping: 0%; GPR35 antagonists: -4%; GPR55 beta-arrestin: -0.1%; K1F lysis inhibition: 2.1%[50 µM]; GPR55 antagonists: 4%; SIAH1 antagonists: -3%; AID2073: 9%; NTR1 agonist cell count 20 µM: 44

What do the screens show for `Cc1cc(C)c(C#N)c(SCCN2CCCCC2)n1`?
HIV peptide binding: -1.2%; NTR1 agonist: -1.4; Dengue-2 NS5 capping: -7%; GPR35 antagonists: 0%; GPR55 beta-arrestin: 0.0%; K1F lysis inhibition: 2.1%[50 µM]; GPR55 antagonists: 6%; SIAH1 antagonists: 2%; AID2073: 8%; NTR1 agonist cell count 20 µM: 82

How did O=C(CCCN1C(=O)CCC1=O)Nc1cccc(C(F)(F)F)c1 do in these assays?
HIV peptide binding: -2.2%; NTR1 agonist: -0.1; Dengue-2 NS5 capping: -3%; GPR35 antagonists: 1%; GPR55 beta-arrestin: -0.1%; K1F lysis inhibition: 0.6%; GPR55 antagonists: 5%; SIAH1 antagonists: -1%; AID2073: -3%; NTR1 agonist cell count 20 µM: 53

Results for Cc1ccc(C(C(=O)NC2CCCCC2)N2CCC3(CC2)OCCO3)cc1 (stereo unspecified) ?
HIV peptide binding: 0.7%; NTR1 agonist: -0.2; Dengue-2 NS5 capping: -4%; GPR35 antagonists: 0%; GPR55 beta-arrestin: -0.4%; K1F lysis inhibition: 1.6%; GPR55 antagonists: -14%; SIAH1 antagonists: 2%; AID2073: -7%; NTR1 agonist cell count 20 µM: 75

Results for Cn1cc(/C=N/n2cnc3sc4c(c3c2=O)CCCC4)c2ccccc21 ?
HIV peptide binding: 2.6%; NTR1 agonist: 4.3; Dengue-2 NS5 capping: -5%; GPR35 antagonists: 9%; GPR55 beta-arrestin: 0.3%; K1F lysis inhibition: 1.3%; GPR55 antagonists: -1%; SIAH1 antagonists: 2%; AID2073: 7%; NTR1 agonist cell count 20 µM: 89

How did O=C(NC(Cc1c[nH]c2ccccc12)C(=O)OCC(=O)c1cccc2ccccc12)c1cccs1 (stereo unspecified) do in these assays?
HIV peptide binding: 7.4%; NTR1 agonist: 5.2; Dengue-2 NS5 capping: -7%; GPR35 antagonists: 5%; GPR55 beta-arrestin: -0.2%; K1F lysis inhibition: 4.7%; GPR55 antagonists: 6%; SIAH1 antagonists: 1%; AID2073: 5%; NTR1 agonist cell count 20 µM: 60

What do the screens show for `CCC(C)(C)n1nnnc1C(c1ccc2ncccc2c1)N1CCN(Cc2ccc3c(c2)OCO3)CC1` (stereo unspecified)?
HIV peptide binding: 1.4%; NTR1 agonist: 2.6; Dengue-2 NS5 capping: 0%; GPR35 antagonists: 7%; GPR55 beta-arrestin: -0.2%; K1F lysis inhibition: 0.2%; GPR55 antagonists: 2%; SIAH1 antagonists: -2%; AID2073: 3%; NTR1 agonist cell count 20 µM: 56

What do the screens show for `COc1cccc(C2NC(=O)NC(C)=C2C(=O)OCC2CCCCC2)c1` (stereo unspecified)?
HIV peptide binding: -0.9%; NTR1 agonist: 2.7; Dengue-2 NS5 capping: -2%; GPR35 antagonists: 2%; GPR55 beta-arrestin: 0.1%; K1F lysis inhibition: -0.1%; GPR55 antagonists: 5%; SIAH1 antagonists: 0%; AID2073: 8%; NTR1 agonist cell count 20 µM: 61

Results for CC1=CN2C(=N)/C(=C/c3ccc([N+](=O)[O-])o3)C(=O)N=C2S1 ?
HIV peptide binding: 67%; Dengue-2 NS5 capping: -58%; GPR35 antagonists: -5%; GPR55 beta-arrestin: -0.1%; K1F lysis inhibition: -16%; GPR55 antagonists: 7%; SIAH1 antagonists: 17%; AID2073: 13%

How did Nc1nc(CSC(=S)N2CCN(c3ccccc3)CC2)nc(Nc2ccc(F)cc2)n1 do in these assays?
HIV peptide binding: -1.0%; NTR1 agonist: 2.7; Dengue-2 NS5 capping: -1%; GPR35 antagonists: -16%; GPR55 beta-arrestin: 0.9%; K1F lysis inhibition: 0.5%[50 µM]; GPR55 antagonists: 5%; SIAH1 antagonists: -4%; AID2073: inconclusive; NTR1 agonist cell count 20 µM: 68

Results for Cc1ccccc1Cn1ccc(NC(=O)c2nc3ncccn3n2)n1 ?
HIV peptide binding: 0.7%; NTR1 agonist: -0.9; Dengue-2 NS5 capping: -7%; GPR35 antagonists: 1%; GPR55 beta-arrestin: 0.5%; K1F lysis inhibition: 0.2%; GPR55 antagonists: 0%; SIAH1 antagonists: 3%; AID2073: -2%; NTR1 agonist cell count 20 µM: 61

Results for CC(C)(C)C(=O)Nc1ccccc1C(=O)NCc1cccnc1 ?
HIV peptide binding: -2.0%; NTR1 agonist: -0.1; Dengue-2 NS5 capping: -10%; GPR35 antagonists: -11%; GPR55 beta-arrestin: 0.3%; K1F lysis inhibition: 0.3%; GPR55 antagonists: 0%; SIAH1 antagonists: 9%; AID2073: 17%; NTR1 agonist cell count 20 µM: 62

Source: PubChem

An unsorted share of the library; any-hit rate near 1.2%.
